All columns: NCI-60 one-dose screen, growth in % after 48 h at 10 µM unless noted; 100 = growth as untreated, 0 = no growth, -100 = all killed.
IGROV1: IGROV1 ovarian cancer; actives 4.7% (n = 79,000); AID 1794786
SN12C: SN12C renal cancer cells | AID 1794767 | actives 3.8% (n = 81,000)
TK-10: TK-10 renal cancer cells. actives 3.9% (n = 81,000)
OVCAR-4: OVCAR-4 ovarian cancer cells. actives 3.7% (n = 80,000)
OVCAR-5: OVCAR-5 ovarian cancer; actives 2.9% (n = 82,000)
786-0: 786-0 renal cancer cells | actives 5.1% (n = 81,000) | AID 1794775
SK-OV-3: SK-OV-3 ovarian cancer cells. AID 1794785. actives 3.2% (n = 80,000)
UO-31: UO-31 renal cancer; AID 1794768; actives 5.2% (n = 81,000)
Starred values were filed as active, the others as inactive; nt = not tested or not shown; & = joins results of further samples; [ ] = remark or other dose. Rule for the calls: active = growth percent below 10; inactive = the rest.

SMILES | IGROV1 | SN12C | TK-10 | OVCAR-4 | OVCAR-5 | 786-0 | SK-OV-3 | UO-31
CC1(C)CC(=O)C(c2c(-c3ccccc3)[nH]c3nc(N)nc(N)c23)=C(O)C1 | 124 | 96 | 106 | 105 | 101 | 100 | 107 | 90
C#CCOc1cc(N(CC)CC)ccc1C(C(=O)NC(C)(C)C)N(C(=O)C1CCc2cc(F)ccc2O1)c1ccc(F)cc1F (stereo not given) | 60 | 47 | 61 | 44 | 64 | 54 | 47 | 28
CCn1c(Sc2nnc(NC(=O)CSC(=S)N3CCOCC3)s2)nc2c1c(=O)n(C)c(=O)n2C | 102 | 100 | 107 | 96 | 103 | 102 | nt | 79
Cn1c(=O)c2c(nc(NN)n2C)n(C)c1=O | 110 | 113 | 119 | 119 | 112 | 100 | 99 | 103
O=C(O)c1ccc(C(F)(F)F)cc1 | 113 | 103 | 112 | 119 | 102 | 104 | 118 | 82
Cc1cc2ccccc2[nH]1 | 86 | 104 | 100 | 94 | 105 | 114 | 101 | 61
c1cc2c3c(cccc3c1)NC1(CCC3(CC1)Nc1cccc4cccc(c14)N3)N2 | 48 | 97 | 96 | 74 | 95 | 98 | 97 | 52
Nc1nc(NC2CC2)cc(-c2cccc(Cl)c2Cl)n1 | 66 | 60 | 87 | 73 | 87 | 69 | 65 | 72
C[C@]1(O)C(=O)[C@@]2(C)C[C@H](O)[C@@]3(F)[C@@H](CCC4=CC(=O)C=C[C@@]43C)[C@@H]2C[C@H]1O | 104 | 90 | 113 | 98 | 93 | 112 | 80 | 86
O=C(Nc1ccccc1)P(=O)(O)c1ccccc1 | 121 | 92 | 107 | 105 | 93 | 110 | 113 | 77
O=C(CN1C(=O)/C(=C/c2ccc(Cl)cc2)SC1=S)NCCN1CCOCC1 | 103 | 97 | 105 | 94 | 106 | 107 | 97 | 83
Nc1nc(Nc2ccc(Cl)cc2)nn1Cc1cccc(Br)c1 | 13 | 41 | 61 | 47 | 50 | 37 | 47 | 18
N#CC1=C(N)OC2=C(C(=O)c3ccccc3C2=O)C1c1ccc(O)cc1 (stereo not given) | 104 | 96 | 138 | 74 | 115 | 102 | 105 | 86
O=C1/C(=C/c2ccc(Cl)cc2)SC(=Nc2ccccc2)N1Cc1nc2ccccc2[nH]1 | nt | 98 | nt | 44 | 99 | 42 | 102 | nt
COc1ccc2nc(N)nc(C)c2c1 | 85 | 36 | 97 | 88 | 106 | 73 | 87 | 87
COc1cc2cc3c(nc2cc1OC)CCN3Cc1ccc(NC(=O)c2cc(C(F)(F)F)cc(C(F)(F)F)c2)cc1 | 92 | 72 | 95 | 68 | 121 | 94 | 107 | 55
COc1cc2c(cc1OC)C(c1cc(OC)c(OC)c(OC)c1)C1(O)C(=O)OCC1(O)C2 (stereo not given) | 98&90 | 92&105 | 97&111 | 98&111 | 94&107 | 100&109 | 105&101 | 86&88
COc1ccc(-c2nnc(Nc3ccc(Cl)cc3)o2)cc1 | 102 | 109 | 103 | 102 | 109 | 101 | 107 | 93
CCOC(=O)c1c(C)nc2c(c1N)/C(=C/c1cccs1)C(=O)N2c1ccc(OC)cc1 | 46 | 39 | 36 | 14 | 102 | 5.3* | 37 | 17
COC(=O)[C@@]1(C)CC[C@]2(C)CC[C@]3(C)C(=CC(=O)[C@@H]4[C@@]5(C)Cc6c(n(CC#CCN7CCNCC7)c7ccccc67)C(C)(C)[C@@H]5CC[C@]43C)[C@@H]2C1 | 101 | 105 | 103 | 115 | 103 | 103 | 109 | 90
CCOC(=O)C1=C(C)NC(C)=C(C(=O)OCC)C1c1ccc(OC)c(OC)c1 | 113 | 96 | 106 | 91 | 88 | 100 | 105 | 82
O=c1c(-c2ccc3c(c2)OCO3)coc2c(CO)c(O)ccc12 | 5.1* | -3.6* | -15* | 42 | 36 | 24 | -18* | -82*
Nc1ccc(C(=O)CSc2nc3ccccc3[nH]2)cc1 | 112 | 102 | 109 | 110 | 102 | 94 | 105 | 88
O=C(Cn1c(/C=C/c2ccc3c(c2)OCO3)nc2ccccc2c1=O)Nc1ccccc1 | 108 | 89 | 103 | 102 | 109 | 86 | 68 | 80
Cc1nc2sccn2c1-c1csc(Nc2cccc(Cl)c2C)n1 | 62 | 59 | 55 | 46 | 78 | 63 | 79 | 51

Three records picked at random from the list so far, as already listed:
SMILES | IGROV1 | SN12C | TK-10 | OVCAR-4 | OVCAR-5 | 786-0 | SK-OV-3 | UO-31
Cn1c(=O)c2c(nc(NN)n2C)n(C)c1=O | 110 | 113 | 119 | 119 | 112 | 100 | 99 | 103
CC1(C)CC(=O)C(c2c(-c3ccccc3)[nH]c3nc(N)nc(N)c23)=C(O)C1 | 124 | 96 | 106 | 105 | 101 | 100 | 107 | 90
c1cc2c3c(cccc3c1)NC1(CCC3(CC1)Nc1cccc4cccc(c14)N3)N2 | 48 | 97 | 96 | 74 | 95 | 98 | 97 | 52

Next part:
SMILES | IGROV1 | SN12C | TK-10 | OVCAR-4 | OVCAR-5 | 786-0 | SK-OV-3 | UO-31
Cn1c(=O)c2nc(CC(=Nc3cccc(C(F)(F)F)c3)c3ccccc3)c(=O)[nH]c2n(C)c1=O | 92 | 96 | 114 | 107 | 97 | 106 | 91 | 81
CS(=O)(=O)c1ccc(C(=O)N/N=C/c2ccc(F)cc2)cc1 | 102 | 101 | 107 | 104 | 112 | 102 | 106 | 99
Cc1ccc(C)c(-n2nnc3ccccc3c2=O)c1 | 104 | 103 | 112 | 109 | 106 | 102 | 109 | 80
CCCCCCCCCCCC1=NC(C)(C)CN1CCO | 39 | 73 | 93 | 73 | 92 | 70 | 97 | 68
CC(=O)O[C@H]1C(=O)[C@@]2(C)[C@H]([C@H](OC(=O)c3ccccc3)[C@]3(O)C[C@H](OC(=O)[C@H](OC(=O)CCC(=O)OC4CCC(S/N=C(N)/N=C(\N)N(C)C)CC4)[C@@H](NC(=O)c4ccccc4)c4ccccc4)C(C)=C1C3(C)C)[C@]1(OC(C)=O)CO[C@@H]1C[C@@H]2O (stereo not given in full) | 43 | nt | 49 | 40 | 39 | 33 | 28 | 47
CCCNc1ncnc2c1cnn2C1CCCCO1 (stereo not given) | 97 | 101 | 101 | 112 | 106 | 112 | 96 | 86
CC(C)(c1ccc(O)c([N+](=O)[O-])c1)c1ccc(O)c([N+](=O)[O-])c1 | 102 | 94 | 101 | 109 | 100 | 99 | 90 | 66
NC(=O)NC(=O)/C=C\C(=O)O | 152 | 95 | 107 | 108 | 98 | 115 | 112 | 99
COc1ccc(C2=NNC3N=C(Cl)c4[nH]cnc4N23)cc1 (stereo not given) | 107 | 114 | 98 | 104 | 105 | 93 | 99 | 92
Cc1ccc(/C=C(/C2=NCCN2)n2ccc3ccccc32)cc1 | 83 | 89 | 87 | 96 | 88 | 89 | 99 | 45
Cc1ccc(Nc2nc(Nc3cnc4ccccc4c3)c3[nH]cnc3n2)cc1 | 73 | 99 | 120 | 109 | 112 | 65 | 80 | 69
Nc1cccc2ccc(S(=O)(=O)O)cc12 | 108&111 | 100&100&108 | 104&107&111 | 104&101&118 | 97&97&109 | 108&99&99 | 107&99&105 | 81&83&92
COc1ccc(-c2nc(SCc3nc4ccccc4[nH]3)nc(Nc3ccccc3)c2C#N)cc1 | 106 | 88 | 93 | 70 | 110 | 90 | 101 | 90
COC(=O)c1ccc(Cn2c(-c3ccccc3)cc(-c3ccccc3)c(C#N)c2=O)cc1 | 109 | 95 | 103 | 98 | 94 | 104 | 107 | 90
COc1ccc2c(c1)c(C(=O)c1nc(-c3cn(C)c4ccccc34)no1)cn2C | 86 | 90 | 92 | 96 | 107 | 107 | 84 | 77
CCOC(=O)c1cn2ncnc(Oc3ccc(NC(=O)NCCN4CCOCC4)c(Cl)c3)c2c1C | 101 | 96 | 98 | 96 | 96 | 102 | 92 | 81
COc1cccc(/C=C2\SC(N3CCN(c4ccccn4)CC3)=NC2=O)c1 | 103 | 102 | 91 | 110 | 113 | 108 | 111 | 85
O=[N+]([O-])c1cccc(C(c2ccccc2)c2ccccc2)c1 | 84 | 98 | nt | 98 | 86 | 97 | 96 | 76
OCC(O)CO | 109 | 100 | 113 | 108 | 106 | 108 | 94 | 84
CC(C)CCC[C@@H](C)[C@H]1CC[C@H]2[C@@H]3CC=C4C[C@@H](O)CC[C@]4(C)[C@H]3CC[C@]12C | 96 | 102 | nt | 92 | 98 | 93 | 113 | 91
O=[N+]([O-])c1cccc(-c2cc(CCCCO)on2)c1 | 104 | 100 | 108 | 87 | 100 | 96 | 117 | 89
O=C(Nc1cccc(C(F)(F)F)c1)c1cncc(C#Cc2cnc3cccnn23)c1 | 42 | 35 | 98 | 65 | 56 | 40 | 84 | 30
CC(C)(Oc1ccc([N+](=O)[O-])cc1)C(=O)O | 92 | 98 | 93 | 94 | 109 | 97 | 98 | 83
COC(=O)Nc1nc2ccc(C3(c4ccc(F)cc4)OCCO3)cc2[nH]1 | 30 | 41 | 47 | 68 | 48 | 51 | 22 | 55
COc1ccc(N/N=C/c2cn(-c3ccc(C(=O)O)cc3)nc2-c2cc3ccccc3oc2=O)cc1 | 71 | 89 | 97 | 79 | 70 | 59 | 99 | 23

One compound at a time, as listed above. Screens in order: IGROV1, SN12C, TK-10, OVCAR-4, OVCAR-5, 786-0, SK-OV-3, UO-31
C[C@]1(O)C(=O)[C@@]2(C)C[C@H](O)[C@@]3(F)[C@@H](CCC4=CC(=O)C=C[C@@]43C)[C@@H]2C[C@H]1O is listed as 104, 90, 113, 98, 93, 112, 80, 86
Cn1c(=O)c2c(nc(NN)n2C)n(C)c1=O is listed as 110, 113, 119, 119, 112, 100, 99, 103
CS(=O)(=O)c1ccc(C(=O)N/N=C/c2ccc(F)cc2)cc1 is listed as 102, 101, 107, 104, 112, 102, 106, 99
O=C(Nc1cccc(C(F)(F)F)c1)c1cncc(C#Cc2cnc3cccnn23)c1 is listed as 42, 35, 98, 65, 56, 40, 84, 30
CCCCCCCCCCCC1=NC(C)(C)CN1CCO is listed as 39, 73, 93, 73, 92, 70, 97, 68

In another format: entries from further up
Each structure is followed by: IGROV1	SN12C	TK-10	OVCAR-4	OVCAR-5	786-0	SK-OV-3	UO-31
CC(C)CCC[C@@H](C)[C@H]1CC[C@H]2[C@@H]3CC=C4C[C@@H](O)CC[C@]4(C)[C@H]3CC[C@]12C
  96	102	nt	92	98	93	113	91
O=[N+]([O-])c1cccc(-c2cc(CCCCO)on2)c1
  104	100	108	87	100	96	117	89

Further compounds:
SMILES | IGROV1 | SN12C | TK-10 | OVCAR-4 | OVCAR-5 | 786-0 | SK-OV-3 | UO-31
COc1ccc([N+](=O)[O-])cc1NC(=O)N(C)Cc1ccco1 | nt | 111 | 134 | 98 | 94 | 88 | 106 | 100
CCOC(=O)c1cccnc1Nc1ccc(N=C2C(=O)Nc3ccc(Br)cc32)cc1 | 98 | 91 | 142 | 101 | 106 | 105 | 97 | 73
N#Cc1cccc(-c2nc(N)n(-c3nc4ccccc4s3)n2)c1 | 99 | 99 | nt | 102 | 99 | 109 | nt | 85
CCCCOC(=O)c1cccc([N+](=O)[O-])c1 | nt | 108 | 111 | 113 | 98 | 112 | 109 | 95
CCCCCCCCOC(=O)COc1ccc(Cl)cc1Cl | 107 | 97 | 97 | 103 | 103 | 91 | 99 | 85
O=C(O/C(=C/c1ccccc1)C(F)(F)F)c1ccccc1 | 120 | 99 | 103 | 103 | 101 | 107 | 111 | 102
O=C(CC(c1ccccc1)C(C(CC(=O)c1ccccc1)c1ccccc1)[N+](=O)[O-])c1ccccc1 (stereo not given) | 82 | 55 | 100 | 83 | 112 | 75 | 89 | 82
O=C(OCc1ccc2c(Cl)cc(Cl)c(O)c2n1)N1CCN(C(=O)c2cc3cc(F)ccc3[nH]2)CC1 | 11 | 30 | 64 | 40 | 41 | 79 | 19 | 33
CCN(CC)CCOC(=O)c1cc(Br)cc(-c2ccccc2)c1O | 98 | 101 | 101 | 110 | 114 | 99 | 109 | 82
CN(C)c1ccccc1C(=O)NNC(=S)Nc1ccccc1 | 92 | 104 | 156 | 91 | 99 | 103 | 91 | 72
CC(=O)C(=Cc1ccc2c(c1)OCO2)C(C)=O | 104 | 103 | 93 | 90 | 95 | 90 | 91 | 83
O=C(Nc1ncn[nH]1)c1ccccc1-c1ccccc1C(=O)Nc1ncn[nH]1 | 105 | 111 | 99 | nt | 102 | 100 | 107 | 121
CC(C)CN1CC(C(=O)Nc2ccc3c(c2)-c2ccccc2C3)CC1=O (stereo not given) | 68[50 µM] | 72[50 µM] | 87[50 µM] | 71[50 µM] | 70[50 µM] | 71[50 µM] | 75[50 µM] | 44[50 µM]
CC(=O)Oc1cc(C)c(OC(C)=O)c2ccccc12 | 104 | 99 | 92 | 75 | 96 | 109 | 85 | 69
O=C(N/N=C/c1ccccc1Cl)c1ccc(Br)o1 | nt | 112 | 128 | 102 | 108 | 78 | 115 | 80
CCOc1ccc(-c2c(N)n[nH]c2C(F)(F)F)cc1OCC | nt | 105 | 107 | 97 | 103 | 101 | 104 | 123
C=C(C[C@](O)(C(=O)CC)C(=O)Oc1ccccc1)c1ccccc1 | 109 | 98 | 109 | 106 | 99 | 105 | 107 | 86
COc1ccc(-c2[nH]nc3c2C(c2cn[nH]c2-c2ccc(F)cc2)C(C#N)=C(N)O3)cc1OC (stereo not given) | 106 | 102 | 104 | 105 | 104 | 100 | 100 | 80
N#Cc1c(N=Cc2ccc(N3CCCCC3)cc2)oc(-c2ccccc2)c1-c1ccccc1 | 92 | 108 | 105 | 103 | 98 | 104 | 114 | 79
